A3A deaminase – human APOBEC3A DNA deaminase inhibition. hit rate 0.41% among 330,000. recombinant A3A, FAM/TAMRA ssDNA deamination fluorescence. P31941. inhibition, % at 20 µM;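 active means at least 40% inhibition at 20 µM here, with at most 30% in a related deaminase screen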;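 further: plate controls were A3A with DMSO for no effect and wells lacking A3A enzyme for full effect; some results filed as inactive read as strong as hits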
Target sequence (P31941 whole entry, looked up): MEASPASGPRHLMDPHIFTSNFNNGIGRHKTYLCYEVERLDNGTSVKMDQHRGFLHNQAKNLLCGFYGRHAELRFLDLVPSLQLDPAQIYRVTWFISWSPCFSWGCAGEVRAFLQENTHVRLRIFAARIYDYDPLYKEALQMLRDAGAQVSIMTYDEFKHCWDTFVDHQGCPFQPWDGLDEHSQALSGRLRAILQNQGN
A3G deaminase – inhibitors of human APOBEC3G DNA deaminase; Q9HC16; recombinant A3G, ssDNA deamination FAM/TAMRA fluorescence; inhibition, % at 20 µM; hit rate 0.28% among 330,000;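 active means inhibition of at least 40% at 20 µM, with no more than 30% in the related APOBEC3A deaminase screen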;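 further: plate controls were DMSO wells with A3G for no effect and wells lacking A3G enzyme for full effect; some compounds called inactive have numbers as strong as hits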
MIN6 prolif – MIN6 beta-cell proliferation induction. hit rate 0.29% among 330,000. proliferation, % at 10 µM. AID 2380. MIN6 cells proliferation, ATPlite luminescence, 48 h; cells starved in 0.2% serum; 100% = growth in 10% serum;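 active means compounds whose signal lies at least 3.5 SD above the mean of all wells on their plate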;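 further: 0% = DMSO-treated cells in low-serum medium and 100% = 10% serum control; some compounds called inactive have numbers as strong as hits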
hIAP activ – increases human intestinal alkaline phosphatase activity; P09923; purified human IAP, CDP-Star luminescence, 30 min; hits give high values; 1 = vehicle-only enzyme, 0 = enzyme-free background; activation factor at 10 µM; hit rate 0.16% among 330,000;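 active means activation factor of the enzyme at least 2-fold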; further: the source names both 10 and 20 µM as test concentration; values of inactives mirror those of a sister screen read the other way
Target sequence (P09923 whole entry, looked up): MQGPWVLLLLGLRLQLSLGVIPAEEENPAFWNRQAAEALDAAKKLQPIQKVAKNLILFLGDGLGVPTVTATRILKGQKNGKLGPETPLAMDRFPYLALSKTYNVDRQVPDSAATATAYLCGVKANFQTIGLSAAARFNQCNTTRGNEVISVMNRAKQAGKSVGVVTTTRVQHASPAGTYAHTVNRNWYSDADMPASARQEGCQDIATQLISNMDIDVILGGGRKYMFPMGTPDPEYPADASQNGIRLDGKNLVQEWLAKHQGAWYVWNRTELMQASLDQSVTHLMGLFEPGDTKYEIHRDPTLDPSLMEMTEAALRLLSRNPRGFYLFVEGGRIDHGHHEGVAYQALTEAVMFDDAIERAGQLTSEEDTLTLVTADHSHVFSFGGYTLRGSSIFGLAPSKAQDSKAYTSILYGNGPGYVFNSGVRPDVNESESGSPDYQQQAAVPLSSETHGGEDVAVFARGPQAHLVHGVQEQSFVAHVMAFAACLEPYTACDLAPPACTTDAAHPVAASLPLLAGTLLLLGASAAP
hIAP block – human IAP inhibition; P09923; purified IAP, CDP-Star luminescence, 30 min; inhibition, % at 10 µM; hit rate 0.12% among 330,000; AID 2544;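 active means inhibition reaching a set limit with compound at 10 µM in the primary screen, cut at about 35% in these data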;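 further: plate controls were DMSO wells with enzyme for no effect and no-enzyme buffer wells for full effect; values of inactives mirror those of a sister screen read the other way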
MPTP block – blocks calcium-induced mitochondrial swelling; isolated mouse mitochondria, Ca2+ swelling absorbance, 30 min; inhibition, % at 10 µM; hit rate 1.4% among 360,000;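 active means inhibition of 50% or more, scaled per plate between neutral and stimulator controls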;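 further: 0% = DMSO wells given calcium and 100% = 1 mM EGTA wells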
ATG4B inh – blocks human ATG4B protease cleavage of LC3 substrate; inhibition, % at 8.33 µM; Q9Y4P1; hit rate 0.51% among 340,000; ATG4B cleavage of LC3-PLA2, NBD-HPC fluorescence, 1 h; AID 504462; in the data active means inhibition above about 40%
mIAP block – blocks mouse intestinal alkaline phosphatase; inhibition, % at 10 µM; purified mouse IAP, CDP-Star luminescence, 30 min; hit rate 0.2% among 330,000; AID 2806;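 active means inhibition of at least 40% at 10 µM in the primary screen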;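 further: plate controls were DMSO with enzyme for no effect and no enzyme wells for full effect; values of inactives mirror those of a sister screen read the other way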
mIAP activ – increases mouse intestinal alkaline phosphatase activity; muIAP, CDP-Star luminescence, 30 min; hits give high values; 1 = vehicle-only enzyme signal, 0 = enzyme-free wells; hit rate 0.24% among 330,000; AID 2805; activation factor at 10 µM;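 active means activation factor of at least 2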; further: the source names both 10 and 20 µM as test concentration; values of inactives mirror those of a sister screen read the other way
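System: Mouse IAP enzyme | Also added: CDP-Star substrate | Dosing: Compounds dispensed in DMSO | Schedule: 30 min enzyme-substrate-compound incubation at room temperature | Technique: Chemiluminescence readout | Control set: DMSO-only wells and no-enzyme negative control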
* = called active by the depositor; / = not tested or not shown.

SMILES | A3A deaminase | A3G deaminase | MIN6 prolif | hIAP activ | hIAP block | MPTP block | ATG4B inh | mIAP block | mIAP activ
COCCn1c(-c2ccccc2)csc1=Nc1cccnc1 | -3.9 | -2.5 | -0.5 | 0.979 | 2.1 | -0.2 | 29.7 | 1.8 | 0.982
Cc1cc(=O)n2nc(N3CCCC(C(=O)NCCc4ccc(Cl)cc4)C3)sc2n1 (stereo not given) | -5.7 | -8.0 | -1.7 | 0.97 | 3.0 | -1.5 | -1.6 | 3.9 | 0.961
O=C(Nc1ccc2ccccc2c1)/C(=C/c1cccc(Br)c1)NC(=O)c1ccco1 | -2.6 | -5.7 | 0.2 | 1.12 | -12.4 | 6.8 | -8.5 | 15.0 | 0.85
Cc1cc(C)cc(OCC(=O)Nc2ccc3c(c2)C(=O)c2ccccc2C3=O)c1 | -1.4 | -1.5 | -1.7 | 0.836 | 16.4 | 5.3 | 8.2 | 18.0 | 0.82
Cc1ccc(S(=O)(=O)N2CC3(C)CN(S(=O)(=O)c4ccc(C)cc4)CC(C)(C2)C3=O)cc1 | 5.5 | -3.9 | -3.0 | 0.934 | 6.6 | -0.1 | 6.3 | 5.6 | 0.944
CC1(C)CC2CC(C)(CN2CC(O)COc2ccccc2)C1 (stereo not given) | 1.3 | -5.5 | 3.7 | 0.915 | 8.5 | -2.1 | -8.2 | -0.7 | 1.01
COc1cccc(Oc2ccc(C(F)(F)F)cc2NC(=O)C2=COCCO2)c1 | 0.3 | 0.7 | -4.6 | 1.04 | -3.7 | 0.7 | 2.2 | -1.1 | 1.01
COc1cc(C(=O)OCC(=O)NC2CCCCC2)cc2c1OCCO2 | -2.6 | -4.2 | 0.9 | 0.89 | 11.0 | 0.9 | 6.0 | 1.9 | 0.981
COc1cc(/C=N/Nc2nc3ccccc3[nH]2)ccc1O | 1.1 | 1.6 | -2.6 | 1.28 | -28.4 | -0.1 | -18.9 | 13.4 | 0.866
C[C@@H]1C2CC(C/C2=N\NC(=O)c2ccncc2)C1(C)C (stereo not given in full) | -8.4 | -9.4 | -2.4 | 1.37 | -37.0 | -1.0 | -2.2 | -3.4 | 1.03
O=C(C1c2ccccc2Oc2ccccc21)N1CCN(c2ccc(Cl)cc2)CC1 | -2.3 | -5.1 | -3.3 | 1.1 | -9.8 | 0.3 | -8.9 | -2.2 | 1.02
CCCCOC(=O)COc1ccc(Cl)cc1Cl | -1.9 | -10.2 | 1.7 | 0.889 | 11.1 | -1.2 | -1.2 | 2.0 | 0.98
Oc1ccc(Nc2nc(-c3ccccc3O)nc3ccccc23)cc1 | -1.7 | -4.2 | -3.3 | 0.936 | 6.4 | 2.1 | -6.5 | 6.6 | 0.934
O=C(NCCN1CCOCC1)c1cc(-c2ccccc2Cl)on1 | -0.4 | -6.1 | -3.6 | 0.938 | 6.2 | -0.7 | -4.5 | -1.6 | 1.02
CCOc1ccc(OCC(=O)NCCS(=O)(=O)N2CCN(c3ccc(F)cc3)CC2)cc1 | -3.1 | -3.5 | -1.5 | 1.22 | -22.2 | 0.0 | -6.1 | -5.0 | 1.05
CC(NC(=O)NNC(N)=S)(C(F)(F)F)C(F)(F)F | -1.0 | 2.0 | -1.5 | 1.15 | -14.7 | 2.8 | 0.1 | 5.9 | 0.941
C[C@H](CO)N1C[C@H](C)[C@H](CN(C)S(=O)(=O)c2cccs2)Oc2ccc(NC(=O)Nc3ccc4c(c3)OCO4)cc2CC1=O | -3.9 | -5.8 | -3.6 | 1.02 | -2.0 | -0.2 | -19.4 | -129.0 | 2.29*
Cc1cc(C)cc(NC(=O)CSc2ccccc2)c1 | -0.5 | -5.2 | 0.6 | 1.02 | -2.2 | -0.6 | 20.0 | -0.2 | 1
CC(C)(C)c1ccc(OCC(=O)O)cc1 | -2.4 | -10.3 | 0.0 | 1.39 | -38.6 | -1.2 | -11.3 | -5.6 | 1.06
Cc1cc(C)c[n+](-c2nc([O-])sc2C=O)c1 | 0.0 | -2.2 | -3.5 | 1.27 | -26.7 | 0.0 | 5.0 | -1.9 | 1.02

Entries of single compounds, quoted from the list.
`COc1cc(C(=O)OCC(=O)NC2CCCCC2)cc2c1OCCO2` is listed with A3A deaminase: -2.6; A3G deaminase: -4.2; MIN6 prolif: 0.9; hIAP activ: 0.89; hIAP block: 11.0; MPTP block: 0.9; ATG4B inh: 6.0; mIAP block: 1.9; mIAP activ: 0.981
`O=C(C1c2ccccc2Oc2ccccc21)N1CCN(c2ccc(Cl)cc2)CC1` is listed with A3A deaminase: -2.3; A3G deaminase: -5.1; MIN6 prolif: -3.3; hIAP activ: 1.1; hIAP block: -9.8; MPTP block: 0.3; ATG4B inh: -8.9; mIAP block: -2.2; mIAP activ: 1.02

Following part
SMILES | A3A deaminase | A3G deaminase | MIN6 prolif | hIAP activ | hIAP block | MPTP block | ATG4B inh | mIAP block | mIAP activ
CCOC(=O)c1cc(-c2ccccc2)nn1-c1ccccn1 | 1.8 | -0.8 | -2.9 | 1.04 | -3.8 | -3.1 | 8.2 | 8.4 | 0.916
O=C(O)c1cc(-n2[nH]c(=O)c3ccccc3c2=O)ccc1Cl | -0.1 | -3.6 | -0.8 | 0.89 | 11.0 | -1.9 | -0.8 | 7.1 | 0.929
CCC(CO)Oc1cc(NCc2ccc(C(F)(F)F)cc2)c2ncn(C(C)C)c2c1 (stereo not given) | -4.7 | -9.0 | -5.6 | 1.04 | -3.8 | -2.1 | -17.0 | 9.4 | 0.906
CCCc1nc2oc3c(NCCN4CCOCC4)ncnc3c2c2c1CCCC2 | 0.5 | -6.2 | 3.5 | 0.911 | 8.9 | -0.6 | -7.9 | 15.3 | 0.847
CCn1c(SCC(=O)OC(C)C)nnc1-c1cccc(Cl)c1 | -0.6 | -4.6 | -1.7 | 0.86 | 14.0 | -0.7 | -0.5 | -2.5 | 1.02
N#Cc1ccccc1COC(=O)CCC(=O)c1cccs1 | -2.7 | -4.6 | 2.0 | 0.905 | 9.5 | -0.6 | 1.2 | -3.6 | 1.04
c1ccc(OCCOCCSc2ncccn2)cc1 | 0.1 | -5.2 | 5.0 | 1.02 | -2.1 | 0.7 | -6.8 | 5.6 | 0.944
COc1ccc(NC(=O)CC2SC(=NCC3CCCO3)NC2=O)c([N+](=O)[O-])c1 (stereo not given) | 2.8 | -3.4 | -0.1 | 0.977 | 2.3 | 0.4 | -4.0 | -6.0 | 1.06
N#Cc1ccc(OCC(=O)NCCc2ccccn2)cc1 | 0.2 | -0.5 | 1.2 | 1.03 | -2.6 | -1.1 | -1.7 | 0.7 | 0.993
O=C(C1CCCN(Cc2ccccc2)C1)N1CCCCC1 (stereo not given) | -1.2 | 1.9 | 0.0 | 1.06 | -6.3 | -1.1 | -11.5 | 15.4 | 0.846
CC(C)c1ccc(C2N3CC4([N+](=O)[O-])CN2CC([N+](=O)[O-])(C3)C4(C)C)cc1 (stereo not given) | -1.1 | -4.3 | 1.6 | 1.04 | -3.9 | 0.4 | -4.5 | 2.0 | 0.98
COc1ccc(C2(CNC(=O)CCC(=O)O)CCCC2)cc1OC | 1.0 | -4.2 | -1.5 | 0.879 | 12.1 | -2.7 | -2.8 | 5.8 | 0.942
CC(C)(C)c1cccc(Oc2nn[nH]n2)c1 | -0.2 | -10.4 | 5.5 | 0.851 | 14.9 | -1.1 | 1.8 | 1.2 | 0.988
CC(C)CNC(=O)c1ccc(Cl)c(N)c1 | -1.9 | -5.5 | 1.9 | 1.09 | -9.3 | / | / | 0.8 | 0.992
O=Cc1ccccc1-c1cn(CCCOCc2ccccc2)nn1 | 2.2 | -7.3 | -2.8 | 1.11 | -11.2 | -0.3 | 28.9 | 0.2 | 0.997
CC(C)(C)c1cc(C(=O)N/N=C/c2ccco2)n[nH]1 | -1.8 | -9.1 | 0.0 | 0.993 | 0.7 | -2.2 | -0.8 | 7.0 | 0.93
NNC(=O)c1nc(-c2ccccc2)n2c1CCCCC2 | -3.5 | -5.6 | -1.4 | 1.13 | -12.6 | 1.1 | -1.9 | 6.4 | 0.936
CC1(C)CC(=O)C2=C(C1)N(CC1CCCO1)C(=O)C2(O)C(F)(F)F (stereo not given) | 2.0 | -6.6 | -0.6 | 1.1 | -9.9 | 1.5 | -6.1 | 4.3 | 0.957
Cc1ccccc1NC(=O)Cn1nnc(S(=O)(=O)c2ccc(C(C)(C)C)cc2)c1N | 5.3 | 2.9 | -4.2 | 1.25 | -25.2 | -0.9 | -3.7 | -2.2 | 1.02
COc1ccc(OCC(=O)N2CCN(c3cccc(C(F)(F)F)c3)CC2)cc1 | 0.4 | -5.1 | -2.2 | 1.05 | -5.0 | 0.3 | -9.5 | -5.2 | 1.05
Cc1ccc(-c2cc(C(F)F)n3ncc(C(=O)Nc4ccc(S(=O)(=O)Nc5ccccc5C)cc4)c3n2)cc1 | 0.5 | 5.1 | -3.2 | 0.789 | 21.1 | 0.5 | 8.6 | 5.1 | 0.949
CCOC(=O)N1CCN(c2c(NCc3ccc(N(C)C)cc3)c(=O)c2=O)CC1 | -1.3 | -3.3 | 3.7 | 1.05 | -5.5 | -0.3 | -6.8 | -11.6 | 1.12
Cc1cc(C)n(-c2ccc(C(=O)N3CCC(CO)(Cc4ccccc4)CC3)cc2)n1 | -6.7 | -17.9 | -0.9 | 1.15 | -15.3 | 0.1 | -6.2 | -11.0 | 1.11
COc1ccc(S(=O)(=O)NC(CC(=O)NCCc2ccc(OC)c(OC)c2)C(C)C)cc1 (stereo not given) | -2.1 | -6.2 | 3.7 | 0.991 | 0.9 | 1.5 | -7.8 | 0.4 | 0.996
COCCNC(=O)C(=O)Nc1ccc2c(c1)N(S(=O)(=O)c1cccs1)CCC2 | -3.8 | -10.1 | -3.5 | 0.869 | 13.1 | -1.1 | -7.1 | 2.4 | 0.976
O=C(NNC(=O)c1ccccc1-n1cccc1)c1ccc(Cl)c(Cl)c1 | 2.2 | -4.4 | -1.7 | 0.821 | 17.9 | 4.0 | 1.4 | 2.6 | 0.974
NC(=O)CSc1nnc(COc2ccccc2)n1CCc1ccccc1 | -1.6 | -5.3 | 6.1 | 0.793 | 20.7 | -2.4 | 53.5* | 1.9 | 0.981
COc1ccc(NC(=O)CN(C)C(=O)c2ccc3c(c2)S(=O)(=O)N=C2CCCCCN23)cc1 | -2.1 | -6.4 | 0.1 | 0.921 | 7.9 | 1.5 | -5.5 | 6.3 | 0.937
CCNC(=S)N(CCc1c(C)[nH]c2ccccc12)Cc1cc(OC)c(OC)c(OC)c1 | -2.9 | -6.6 | -3.0 | 0.837 | 16.3 | 1.2 | -16.7 | -8.4 | 1.08
CC(Sc1ccc2c(c1)OCCO2)C(=O)Nc1ccc(N2CCOCC2)cc1 (stereo not given) | -1.2 | -1.8 | 0.1 | 0.961 | 3.9 | 0.2 | -8.1 | 3.1 | 0.969
CN(C)c1ccc(/C=C2\SC(=O)N(CCc3nnc(N)s3)C2=O)cc1 | 14.0 | 10.8 | -4.0 | 0.895 | 10.5 | 12.9 | -1.2 | 19.6 | 0.804
O=C(NC(=S)NCCN1CCOCC1)c1ccc(F)cc1 | -5.3 | -13.9 | 3.5 | 0.934 | 6.6 | -2.0 | 3.4 | -6.7 | 1.07
Cc1cc(OCC(=O)OCC(=O)NCC2CCCO2)ccc1Cl (stereo not given) | 0.9 | -6.2 | -2.8 | 0.967 | 3.3 | 0.8 | 13.4 | 0.3 | 0.997
O=C(NC(Nc1ncc(S(=O)(=O)c2ccc([N+](=O)[O-])cc2)s1)(C(F)(F)F)C(F)(F)F)c1ccc(Cl)cc1 | -4.2 | -5.0 | -5.5 | 0.845 | 15.5 | 99.7* | 7.3 | 17.6 | 0.824

Screening data: PubChem BioAssay, Sanford-Burnham Center for Chemical Genomics
